Keap1-Nrf2 PPI: Keap1-Nrf2 protein-protein interaction inhibitors, primary screen, biochemical, fluorescence polarization, single point. Kelch-like ECH-associated protein 1 (Homo sapiens), Q14145. Keap1 Kelch-Nrf2 peptide fluorescence polarization, 1536-well. inhibition, % at 9.4 µM. 340,000 tested, 0.15% active. AID 504523, 2011; in the data active means inhibition above about 12%;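 further: human Keap1 Kelch domain with fluorescein labeled Nrf2 9mer peptide probe; 0% = neutral control wells and 100% = peptide positive control; higher means more block of Keap1 binding to Nrf2 peptide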
Arr AP2 block: inhibitors of beta-arrestin/AP2 binding, primary screen, biochemical, GPCR trafficking, flow cytometry | beta-arrestin 1 C-terminal peptide binding to AP2 beta2-adaptin appendage (human) | FITC-arrestin peptide / GST-AP2 beads; AP2 beta2 appendage carries R879A mutation | inhibition, % at 10 µM | 340,000 tested, 0.31% active | AID 504490, 2011;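 active means inhibition above a set limit, near 3 SD of compounds lacking own fluorescence, cut at about 54% in these data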;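 further: plate controls were DMSO wells for no effect and 5 µM unlabelled arrestin peptide for full effect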
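System: GST-AP2 R879A glutathione beads | Also added: FITC-arrestin peptide, 50 nM | Times: 12 min plus 1 h, RT | Signal: Bead flow cytometry, FITC channel | Buffer or medium: PBS with 0.05% Tween 20 and 0.1% BSA | Read-out basis: Percent drop in bead-associated FITC signal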
LANA DNA inh: inhibitors of KSHV C-LANA binding to DNA, primary screen, biochemical, fluorescence polarization, FAM-LBS DNA, MBP-C-LANA, single point; inhibition, % at 9 µM; AID 504423, 2011; 340,000 tested, 0.078% active; Kaposi's sarcoma herpesvirus LANA C-terminal domain (residues 932-1162) DNA binding;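 active means highest replicate inhibition at or above 60% at 9 µM, even if other replicates fall short; inactive means all replicates below 60% inhibition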;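 further: 0% = neutral control wells and 100% = 4 µM acridine orange control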
NSD2 HMT inh: NSD2 histone methyltransferase inhibitors, primary screen, biochemical, AlphaScreen, single concentration, set 2; NSD2 peptide methylation, 120 min; 310,000 tested, 0.54% active; inhibition, % at 12.5 µM; Histone-lysine N-methyltransferase NSD2 (Homo sapiens), O96028; in the data active means inhibition above about 50%
Target sequence (O96028 whole entry, looked up): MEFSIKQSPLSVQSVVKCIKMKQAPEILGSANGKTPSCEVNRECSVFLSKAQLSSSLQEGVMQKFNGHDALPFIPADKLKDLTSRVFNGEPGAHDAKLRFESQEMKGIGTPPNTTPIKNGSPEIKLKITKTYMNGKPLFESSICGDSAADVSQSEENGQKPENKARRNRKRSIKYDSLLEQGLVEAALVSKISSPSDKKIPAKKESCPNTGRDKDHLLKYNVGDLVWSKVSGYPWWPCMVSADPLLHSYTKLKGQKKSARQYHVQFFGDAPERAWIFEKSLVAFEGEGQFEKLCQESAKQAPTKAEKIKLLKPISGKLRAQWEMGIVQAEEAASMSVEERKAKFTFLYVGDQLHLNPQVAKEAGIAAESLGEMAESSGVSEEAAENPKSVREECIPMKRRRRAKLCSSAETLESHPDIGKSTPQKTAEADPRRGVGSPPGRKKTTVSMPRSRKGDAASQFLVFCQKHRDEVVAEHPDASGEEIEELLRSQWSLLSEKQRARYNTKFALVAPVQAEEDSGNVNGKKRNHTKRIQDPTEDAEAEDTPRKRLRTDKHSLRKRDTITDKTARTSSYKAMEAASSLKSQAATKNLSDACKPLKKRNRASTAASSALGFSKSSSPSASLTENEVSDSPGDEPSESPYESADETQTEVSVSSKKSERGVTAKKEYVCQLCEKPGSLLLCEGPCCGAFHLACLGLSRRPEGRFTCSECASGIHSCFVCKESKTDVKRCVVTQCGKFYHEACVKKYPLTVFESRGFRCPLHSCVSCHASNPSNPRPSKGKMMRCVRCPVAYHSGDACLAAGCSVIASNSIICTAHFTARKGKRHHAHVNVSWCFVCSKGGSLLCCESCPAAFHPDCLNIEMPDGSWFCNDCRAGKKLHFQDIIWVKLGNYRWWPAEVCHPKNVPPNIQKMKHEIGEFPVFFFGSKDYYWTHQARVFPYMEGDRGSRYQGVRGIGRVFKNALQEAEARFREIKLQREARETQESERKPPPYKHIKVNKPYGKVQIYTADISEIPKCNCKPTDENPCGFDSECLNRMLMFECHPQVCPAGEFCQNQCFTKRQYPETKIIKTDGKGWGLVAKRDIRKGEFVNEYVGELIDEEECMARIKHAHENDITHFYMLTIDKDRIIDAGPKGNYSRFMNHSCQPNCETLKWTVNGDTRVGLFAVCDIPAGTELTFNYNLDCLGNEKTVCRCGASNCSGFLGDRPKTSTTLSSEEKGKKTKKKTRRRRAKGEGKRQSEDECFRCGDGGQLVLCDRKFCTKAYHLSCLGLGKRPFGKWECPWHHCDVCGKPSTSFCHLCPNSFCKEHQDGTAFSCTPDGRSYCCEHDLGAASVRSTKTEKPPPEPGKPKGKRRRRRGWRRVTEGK
Cardiac RTF inh: cardiac RTF calcium sensitivity inhibitors, primary screen, biochemical, IANBD-TnC fluorescence, EC70 calcium; AID 493244, 2011; IANBD-labeled cardiac RTF, Ca2+ fluorescence; inhibition, % at 7.15 µM; 340,000 tested, 0.12% active; Troponin I, cardiac muscle (Homo sapiens) + Troponin T, cardiac muscle (Homo sapiens) + …;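 active means inhibition above the mean inhibition of all tested compounds plus 3 SD, cut at about 17% in these data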;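 further: assay run at fixed EC70 calcium of 1.6 mM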
DAGLB inh: DAGLB lipase inhibitors, primary screen, biochemical, fluorescence, HTS | HEK293T DAGLB membrane lysate, EnzChek fluorogenic substrate | 340,000 tested, 0.059% active | Diacylglycerol lipase-beta (Homo sapiens), Q8NCG7 | inhibition, % at 5.17 µM | AID 504411, 2011; in the data active means inhibition above about 34%;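 further: 0% = enzyme with vehicle and 100% = wells lacking enzyme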
SR-BI DiI-HDL act: activators of SR-BI mediated DiI-HDL uptake, primary screen, ldlA[mSR-BI] CHO cells, DiI fluorescence | AID 504775, 2011 | 320,000 tested, 0.096% active | 3 h; 100 = double the neutral-control signal | activation, % at 12.5 µM;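 active means mean replicate activation of at least 60% and every replicate at or above 60%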;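 further: 0% = median plate neutral-control signal and 100% = twice that signal; values of inactives mirror those of a sister screen read the other way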
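material = CHO ldlA[mSR-BI] cells | medium = Ham's F12 with 0.5% BSA, HEPES 25 mM, pH 7.4 | reagent = fluorescent DiI-HDL, 10 µg/mL final | compound dosing = single-point compound dose | incubation = 3 h, 37 °C | measured by = bottom-read fluorescence, 550/595 nm | measure = HDL uptake via cellular fluorescence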
PvdQ inh: P. aeruginosa PvdQ acylase inhibitors, primary screen, biochemical, fluorescence, plate reader and imaging, single point. purified PvdQ acylase. inhibition, % at 10 µM. 340,000 tested, 0.063% active; in the data active means inhibition above about 30%, passing the limit was not always enough;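 further: 0% = vehicle neutral wells and 100% = reference inhibitor wells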
PKA-R2B activ: activators of PKA-R2B holoenzyme, primary screen, biochemical, fluorescence polarization, Cy5-IP20, human; cAMP-dependent protein kinase catalytic subunit beta (Homo sapiens) + cAMP-dependent …; PKA-R2B holoenzyme dissociation; R2B truncated from residue 108, S112A mutant; 0% DMSO only, 100% 113 µM cGMP; activation, % at 11.4 µM; 340,000 tested, 0.079% active; AID 504700, 2011;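 active means activation above a cutoff set at the mean over all compounds plus 3 SD, cut at about 18% in these data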;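 further: higher means more holoenzyme dissociation and a rise in polarization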
SR-BI DiI inh: inhibitors of SR-BI mediated HDL lipid uptake, primary screen, ldlA[mSR-BI] cells, fluorescence, single point. Scavenger receptor class B member 1 (Mus musculus), Q61009. ldlA[mSR-BI] CHO cells, DiI-HDL uptake fluorescence, 3 h. inhibition, % at 12.5 µM. 320,000 tested, 0.96% active. AID 488896, 2010;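 active means mean replicate inhibition of at least 70% and a set share of replicates each scoring 70 or more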;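 further: 0% = median of neutral control wells and 100% = median of positive control wells; values of inactives mirror those of a sister screen read the other way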
Starred values were filed as active, the others as inactive; . = not tested or not shown; & = joins results of further samples. Rows were taken by chance; about 2.1% have a hit in one of these screens.

cpd	Keap1-Nrf2 PPI	Arr AP2 block	LANA DNA inh	NSD2 HMT inh	Cardiac RTF inh	DAGLB inh	SR-BI DiI-HDL act	PvdQ inh	PKA-R2B activ	SR-BI DiI inh	SMILES
1	2	0	2.8	7	-6	0	7	-3	-4	-7	COc1ccc(NC2C=CS(=O)(=O)C2)cc1 (stereo not drawn)
2	0	35	0.6	2	-2	-1	.	15	-8	25	COc1ccc(/C=C/c2onc(C)c2S(=O)(=O)N2CCC(C(=O)N3CCCCCC3)CC2)cc1
3	-1	33	2.0	6	2	3	0	-18	-3	0	O=C(CSc1ccc2nnc(CCNC(=O)c3ccccc3)n2n1)NCc1ccccc1
4	-7	-9	0.6	1	-8	1	11	-17	7	-11	CCOC(=O)N1CCC(NC(=O)CC2C(=O)NCCN2Cc2cccc(F)c2F)CC1 (stereo not drawn)
5	2	-3	-5.0	-12	5	0	12	-3	3	-12	CC(C)C(c1nnnn1C(C)(C)C)N1CCN(Cc2cccnc2)CC1 (stereo not drawn)
6	-5	32	-0.6	-3	-6	-1	-11	1	-1	11	N#Cc1c(NC(=O)CSc2ncccn2)oc(-c2ccccc2)c1-c1ccccc1
7	-4	-7	-0.7	-4	-1	0	-6	-5	-5	6	O=c1[nH]c(SCCN2CCOCC2)nc(O)c1-c1ccccc1
8	-3	-6	0.6	-4	0	0	4	-6	10	-4	CC1CCN(Cc2nnnn2CCCC(=O)NCC(C)(C)N2CCOCC2)CC1

Among those listed so far, these have an aryl methoxy group:
cpd	Keap1-Nrf2 PPI	Arr AP2 block	LANA DNA inh	NSD2 HMT inh	Cardiac RTF inh	DAGLB inh	SR-BI DiI-HDL act	PvdQ inh	PKA-R2B activ	SR-BI DiI inh	SMILES
1	2	0	2.8	7	-6	0	7	-3	-4	-7	COc1ccc(NC2C=CS(=O)(=O)C2)cc1 (stereo not drawn)
2	0	35	0.6	2	-2	-1	.	15	-8	25	COc1ccc(/C=C/c2onc(C)c2S(=O)(=O)N2CCC(C(=O)N3CCCCCC3)CC2)cc1

Additional records:
cpd	Keap1-Nrf2 PPI	Arr AP2 block	LANA DNA inh	NSD2 HMT inh	Cardiac RTF inh	DAGLB inh	SR-BI DiI-HDL act	PvdQ inh	PKA-R2B activ	SR-BI DiI inh	SMILES
9	-2	3	0.9	-2	-7	0	7	-11	12	-7	O=C(COC(=O)Cc1cccs1)Nc1ccccc1F
10	3	16	-1.1	-3	-3	-1	-4	-6	4	4	COc1ccc(N2C(=O)CCC(C(=O)Nc3ccccn3)C2c2ccc(OC)c(OC)c2)cc1 (stereo not drawn)
11	-3	7	-1.3	-3	12	0	15	-4	-11	-15	CS(=O)(=O)N1CCCC(C(=O)NCCCN2CCN(Cc3ccccc3)CC2)C1 (stereo not drawn)
12	-2	0	3.6	.	0	-1	-36	-13	-2	36	CCOC(=O)c1[nH]c2c(c1-c1ccc(OC)cc1)C(=O)CC(c1ccc(OC)c(OC)c1)C2 (stereo not drawn)
13	-5	8	1.8	3	-3	0	.	-6	6	.	CC1CCc2c(sc3ncnc(SCC(=O)Nc4ccc(C(=O)O)cc4)c23)C1 (stereo not drawn)
14	-7	24	-2.9	-1	-4	3	-42	8	-4	42	CN(C)c1ccc(NC(=O)/C=C/c2ccccc2Cl)cc1
15	0	17	-1.0	-4	1	-1	25	8	0	-25	COC(=O)CSc1nsc(SCC(=O)OC)c1C#N
16	-4	8	-0.2	0	-8	3	-15	-10	-7	15	Cc1cccc2c(=O)cc(C)n(CC(=O)N3CCCCC3)c12
17	-2	3	1.9	-12	-21	1	-22	-5	7	22	COc1cccc(C(=O)Nc2ccccc2)c1
18	-1	-44	-1.3	-1	-5	-7	21	-7	-1	-21	Cc1ccc(S(=O)(=O)NCC(c2ccccc2)N2CCN(c3ccc(F)cc3)CC2)cc1 (stereo not drawn)
19	0	-6	-0.7	0	-4	-5	9	-31	2	-9	c1ccc2oc(-c3ccc4nc[nH]c4c3)nc2c1
20	-4	-16	-2.2	0	-13	-2	-6	-16	1	6	O=C(CNS(=O)(=O)c1cccs1)N1CCCC1
21	-4	-1	1.2	24	-1	0	2	-14	-1	-2	COc1ccc(CN2CC(=O)N(c3cc(Cl)ccc3OC)C2=S)cc1OC
22	-2	4	0.4	-4	3	-3	15	-2	-10	-15	Cc1ccc(C(=O)OCC(=O)NC2CCCCCC2)c(C)c1
23	3	29	-0.8	.	1	-1	1	4	-16	-1	CC1O[C@@H]2O[C@](O[C@H](C)CC[C@@H](C)O)(c3ccccc3)O[C@@H]2C[C@H]1O (stereo partly drawn)
24	-5	9	1.7	-1	-4	4	-5	8	-6	5	COc1ccccc1N1CCN(C(=O)CCc2ccc(S(=O)(=O)NCC(C)C)cc2)CC1
25	4	-4	3.5	-1	-3	-4	2	-13	-4	-2	Cc1ccc(Cl)cc1NC(=O)C1CCCN(S(C)(=O)=O)C1 (stereo not drawn)
26	-3	16	-0.4	11	11	0	-24	11	-4	24	c1ccc(Sc2cccc3ccccc23)c(CNC2=NCCN2)c1
27	0	8	0.9	-2	4	2	-19	3	1	19	CC1CCCC(C)N1C(=O)CSc1nnc(COc2ccccc2)n1-c1ccccc1 (stereo not drawn)
28	-12	6	2.3	1	-4	11	-6	5	-15	6	Nc1cccc2c1C(=O)N(C(=O)c1cccc(S(=O)(=O)N3CCCCCC3)c1)C2=O
29	-4	-3	-1.7	11	-3	1	-67	-7	1	67	CC(C)n1cc(/C=C2/SC(=O)N(CC(=O)Nc3ccc4c(c3)OCO4)C2=O)c2ccccc21
30	-3	-2	0.7	-2	-2	-1	-12	-14	1	12	CC(=O)NC1=NN(C(C)=O)C(C)(CS(=O)(=O)c2ccc(Cl)cc2)S1 (stereo not drawn)
31	-8	-13	-1.1	0	8	0	0	-13	7	0	Cc1cc(NC(=O)c2ccc3c(c2)C(=O)N(C(C)(C)C)C3=O)no1
32	-5	8	0.1	2	-11	2	-2	11	-6	2	Cc1ccc(NC(=S)NC2CCN(Cc3ccccc3)CC2)c(C)c1
33	2	1	0.1	1	-12	0	-3	-6	3	3	COc1ccc([C@H]2[C@H](C(=O)C(C)(C)C)N3N=Cc4ccccc4C3C23C(=O)OC(C)(C)OC3=O)cc1 (stereo partly drawn)
34	-2	41	-3.4	12	-1	0	22	-27	-5	-22	Cc1cc(=O)n2c3ccccc3n(CC(O)CN3CCCCC3)c2c1C#N (stereo not drawn)
35	1	-3	-0.1	1	-10	1	6	-20	-13	-6	O=C(CC1C(=O)NCCN1CC1CCCCC1)NCc1ccccc1Cl (stereo not drawn)
36	1	4	1.1	.	-14	2	.	-2	4	.	CCn1c(SCC(=O)NC2CCCC2)nnc1-c1ccncc1
37	-4	.	0.9	2	-7	0	7	-7	-4	-7	CN(C)CCNC(=O)c1coc(=O)c(Br)c1
38	-2	3	-3.2	9	5	-1	23	-8	4	-23	COc1ccc(CNC(=O)CSc2nnc(C)s2)cc1
39	-4	20	-0.6	-3	-10	-1	12	-14	-1	-12	CC(=O)N/C(=C\c1ccc2c(c1)OCO2)C(=O)NC(C(=O)O)c1ccccc1 (stereo not drawn)
40	-5	-26	-0.4	-2	10	-1	6	-13	-2	-6	COCCn1c(SC2CCCCC2=O)nnc1-c1ccncc1 (stereo not drawn)
41	-2	7	-1.1	1	-8	0	16	-9	-2	-16	CC(C)C[C@@H](N)c1nnc(SCC(=O)c2ccc(Cl)cc2)o1
42	-2	-3	1.2	-2	-13	-5	-2	-12	-5	2	Cc1cccc(NC(=O)NC(C)CCc2ccccc2)c1 (stereo not drawn)
43	-3	-2	-0.1	-1	-7	-1	6	-12	7	-6	CCOC(=O)COc1c(C=O)cc(Br)cc1OC
44	0	-4	0.7	-2	-4	0	12	-8	-11	-12	CCOC(=O)Cc1nnc(NC(=O)c2ncn[nH]2)s1
45	-2	6	-0.8	.	4	4	-10	-4	-4	10	CCCCCn1c(CCCNC(=O)CC)nc2ccccc21
46	-4	-7	0.5	-7	-2	-3	-11	-11	-7	11	NC(=O)c1ccsc1NC(=O)COC(=O)c1ccccc1NCc1ccco1
47	-2	6	-1.1	-5	-5	-5	-12	-9	16	12	Cc1ccccc1N1C(=O)C(Oc2ccc(Cl)cc2)C1CNCCCOC(C)C (stereo not drawn)
48	0	-2	-1.0	.	1	3	4	7	-5	-4	Cc1nnc(NC(=O)C2c3ccccc3Oc3ccccc32)s1
49	-1	-5	1.4	2	-1	-2	-18	-9	-1	18	COc1ccccc1N1CCN(C(=O)CSc2nc(-c3ccco3)cc(C(F)(F)F)n2)CC1
50	0&-2	16&4	-2.3&0.3	-3&0	5&-5	-1&-2	-3&10	15&-12	-8&4	3&-10	C/C(N)=C(/C#N)C(=O)CSc1n[nH]c(-c2ccccc2Br)n1
51	0	-21	-0.1	-1	-14	3	29	-21	-2	-29	O=C(CN1CCN(S(=O)(=O)c2ccccc2)CC1)Nc1ccccc1C(=O)NC1CC1
52	-3	-4	0.9	1	-9	2	-16	-12	-5	16	O=C(N[C@@H](Cc1ccccc1)C(=O)NC1CCCCCC1)c1ccco1
53	3	45	-0.2	-3	-2	-3	10	9	1	-10	CCOC(=O)c1ccc(NNC(C)=O)c([N+](=O)[O-])c1
54	-7	-2	-1.2	-2	0	1	-1	-12	1	1	Cc1ccc(C(=O)N2CC(C)OC(C)C2)cc1S(=O)(=O)N1CCCCC1 (stereo not drawn)
55	-3	-10	2.3	1	-4	-64	11	-23	1	-11	O=C(CC(c1ccccc1)c1ccccc1O)NCc1ccccc1Cl (stereo not drawn)
56	2	-16	0.3	-2	-6	1	-17	-19	-2	17	O=C(Nc1ccc(Cl)c(S(=O)(=O)N2CCOCC2)c1)c1cc2ccccc2oc1=O
57	0	27	0.3	4	-5	-6	22	0	-3	-22	CCCCOc1ccc(CN2CCSCC2)cc1
58	4	27	0.3	-1	-6	0	10	-4	6	-10	CC(=O)Oc1ccc(-c2cccc(C(=O)N(C)c3ccc(O)cc3)c2)cc1
59	-3	12	-0.1	17	5	0	-3	-8	2	3	CC1=CC(C)(C)Nc2ccc(OC(=O)c3ccco3)cc21
